Assay outcomes deposited in PubChem by Broad Institute.
miR-122 sensor: miR-122 inhibition in Huh7 cells | 340,000 tested, 0.3% active | activation (reporter increase), % at 12.5 µM | Huh7 miR-122 Renilla luciferase sensor, 48 h; neutral wells = 0, positive control = 100;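 active = mean replicate activation score at least 90 and every replicate individually at or above 90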;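 also: higher luciferase means less miR-122 activity so hits act as miR-122 inhibitors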
Cneo AK release: Cryptococcus neoformans lysis via adenylate kinase release. C. neoformans lysis, adenylate kinase release luminescence, 4 h; normalised: neutral wells 0, clomiphene wells 100. lysis activity, % at 15 µM. 360,000 tested, 0.2% active;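 active = mean lysis activity across replicates of at least 80%, whatever share of replicates individually reach that level; inactive = mean lysis activity below 80%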
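Material: C. neoformans cells; Schedule: 4 h static compound exposure, 37 °C, read 1 h post-reagent; Measured by: adenylate kinase release luminescence; Read-out: signal increase indicating cell lysis; Controls: Clomiphene as positive lysis control.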
RAD52 anneal inh: RAD52 (human) annealing inhibition. recombinant RAD52 DNA annealing, FRET fluorescence. 360,000 tested, 0.46% active. AID 651710. P43351. inhibition, % at 18.7 µM;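 active = every replicate showing at least 50% inhibition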
E-selectin induc: E-selectin induction on HUVECs | HUVEC E-selectin immunofluorescence imaging; normalized: neutral wells 0, TNF-alpha wells 100 | P16581 | activation, % at 7.58 µM | 260,000 tested, 0.37% active;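 active = mean E-selectin-positive cell signal at least 10% of the positive control, reached in at least 60% of replicates, without over 20% cell loss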;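 also: in these data hits start at about 27%; measured in HUVEC primary endothelial cells; signal is the percent of cells scored E-selectin positive by PE staining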
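Read-out: % PE-positive cells | Test system: HUVEC | Doses: One compound dose added by pin transfer | Buffer or medium: EGM-2 over gelatin coat | Signal: Immunofluorescence imaging | Benchmarks: TNF-alpha, DMSO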
PglD DTNB: PglD (C. jejuni) enzyme inhibition; inhibition, % at 12.5 µM; purified PglD enzyme, DTNB colorimetric CoA detection; 360,000 tested, 0.098% active; in the data active = inhibition above about 16%, passing the limit was not always enough; also: strong numbers were not always called active
PGC1a acetyl inh: PGC1a acetylation modulation, inhibitor mode | U2OS PGC1a acetylation, AlphaScreen anti-acetyl-lysine; with virally co-expressed GCN5 acetyltransferase | inhibition, % at 15.6 µM | 350,000 tested, 0.17% active;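 active = every replicate shows inhibition of at least 40%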;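 also: 0% = neutral control wells and 100% = positive control wells; some results beyond the cut were filed as inactive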
ERAP1 inh: ERAP1 (human) enzyme inhibition | Q9NZ08 | recombinant ERAP1, Leu-AMC fluorescence, 60 min | inhibition, % at 10.7 µM | 340,000 tested, 0.15% active;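 active = mean replicate inhibition of at least 30%, or all replicates individually reaching that 30% level; inactive = mean below 30% and not every replicate reaching it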;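 also: 0% = neutral control wells and 100% = L-leucinethiol positive control wells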
RAD54 branch: RAD54 (human) branch migration inhibition | 360,000 tested, 0.14% active | RAD54 Holliday junction branch migration, FAM/BHQ fluorescence | inhibition, % at 10.4 µM | Q92698;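 active = mean normalized replicate activity at least 40 and at least half of replicates scoring 40 or more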;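 also: 0% = median of neutral control wells and 100% = median of positive control wells; inhibitors cause a drop in the FAM fluorescence signal; in these data hits start at about 50%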
Target sequence (Q92698 whole entry, looked up): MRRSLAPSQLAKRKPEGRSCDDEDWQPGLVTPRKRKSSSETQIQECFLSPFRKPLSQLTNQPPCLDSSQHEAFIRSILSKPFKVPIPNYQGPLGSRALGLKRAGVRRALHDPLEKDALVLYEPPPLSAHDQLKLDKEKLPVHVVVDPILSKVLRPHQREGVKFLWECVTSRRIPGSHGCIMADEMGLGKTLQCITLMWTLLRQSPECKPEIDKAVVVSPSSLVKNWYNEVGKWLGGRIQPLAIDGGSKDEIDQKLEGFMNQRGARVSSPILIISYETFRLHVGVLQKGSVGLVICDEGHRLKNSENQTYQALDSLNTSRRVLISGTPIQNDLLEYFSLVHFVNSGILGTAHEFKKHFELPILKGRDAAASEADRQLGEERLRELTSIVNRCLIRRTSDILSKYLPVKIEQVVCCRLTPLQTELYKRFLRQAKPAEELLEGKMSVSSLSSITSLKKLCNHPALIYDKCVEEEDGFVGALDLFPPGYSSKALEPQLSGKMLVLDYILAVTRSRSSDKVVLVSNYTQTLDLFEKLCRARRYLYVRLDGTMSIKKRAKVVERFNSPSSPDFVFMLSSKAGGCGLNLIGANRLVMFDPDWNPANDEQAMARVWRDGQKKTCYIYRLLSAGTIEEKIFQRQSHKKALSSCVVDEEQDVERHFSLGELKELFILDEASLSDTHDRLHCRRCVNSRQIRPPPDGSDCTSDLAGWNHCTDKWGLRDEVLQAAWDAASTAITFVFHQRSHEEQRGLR
Numbers without * were called inactive; . = not tested or not shown; [ ] = another dose, or the depositor's remark.

SMILES | miR-122 sensor | Cneo AK release | RAD52 anneal inh | E-selectin induc | PglD DTNB | PGC1a acetyl inh | ERAP1 inh | RAD54 branch
CSCCC(NC=C1C(=O)OC(C)(C)OC1=O)C(=O)O (stereo not drawn) | -5 | 10 | . | . | 7 | -9 | . | -1
OCC[C@H]1C[C@H](O)[C@@H](O)[C@@]2(CCCO2)O1 | . | -1 | 1 | -0.1 | 6 | . | . | -4
Cc1occc1C(=O)N(C)Cc1nc(-c2ccc(Cl)cc2)no1 | 2 | -6 | -20 | . | 5 | . | -1 | -13
O=C(COC(=O)Cc1ccccc1[N+](=O)[O-])NCC1CCCCC1 | . | . | -4 | 1.9 | . | 3 | -1 | .
O=C(CCNC(=O)c1ccc(Br)cc1)NNC(=O)C1COc2ccccc2O1 (stereo not drawn) | . | -1 | -4 | -0.6 | 6 | . | -1 | 7
N#Cc1ccc(C(=O)Nc2ccc(N3CCN(C(=O)c4ccco4)CC3)cc2)c(F)c1 | -32 | 1 | . | . | -6 | 5 | . | -9
COc1ccc(CN2C(=NC(=O)CCC3CCCC3)SC3CS(=O)(=O)CC32)cc1 (stereo not drawn) | 3 | 1 | -8 | -0.8 | -7 | -2 | -1 | -4
C=CCn1c(SCC(=O)Nc2ccccc2OC)nc2c([nH]c3ccccc32)c1=O | -5 | 1 | -7 | 1.4 | -5 | 2 | 4 | -16
CCN1CCN(c2nc3c(C)cccn3c(=O)c2C=C(C#N)C#N)CC1 | -3 | -3 | -55 | -0.1 | -10 | 1 | 3 | 3
C[C@@H]1CN([C@H](C)CO)C(=O)c2cc(C#Cc3ccncc3)cnc2O[C@@H]1CN(C)CC1CCCC1 | -11[16.7 µM] | -2 | -23 | 3.9 | -1 | -21 | 0 | -7
CCCNC(=O)c1cccc(COc2ccccc2OC)c1 | 2 | . | -9 | . | . | 3 | -2 | .
S=C(NC1CCCC1)NC1CC1 | -15 | 0 | -4 | 0.0 | -2 | 1 | -7 | -14
CNC[C@@H]1Oc2ccc(NC(=O)Nc3ccc4c(c3)OCO4)cc2C(=O)N([C@@H](C)CO)C[C@H]1C | -2[16.7 µM] | -19 | -1 | -0.5 | -1 | 8 | 0 | 11
COC(=O)c1ccccc1NC(=O)CSc1nnc(-c2cccnc2)n1N | -6 | -1 | -2 | -0.2 | -11 | -17 | 5 | 1
CO[C@H]1CN(C)C(=O)c2cc(NC(=O)C3CC3)ccc2OC[C@@H](C)N(C(C)=O)C[C@H]1C | . | -9 | 9 | -0.3 | -3 | -3 | 0 | 0
CCn1c(Cc2ccccc2)nnc1SCC(=O)Nc1ccc2c(c1)OCO2 | 2 | 2 | . | . | -2 | -11 | . | 0
Cc1cnc(C(=O)OCC(=O)c2csc(N3CCCCC3)n2)cn1 | -3 | 2 | . | . | 0 | -10 | . | 9
COc1ccc(-n2cccc2C=O)cc1 | -9 | 20 | . | . | 0 | 2 | . | -6
O=C(NCc1n[nH]c(=S)n1-c1ccc(Cl)c(Cl)c1)c1ccco1 | 2 | 0 | 1 | -0.1 | -1 | 5 | -2 | 7
O=C(C[C@H]1CC[C@H]2[C@@H](COC[C@H](O)CN2Cc2ccccc2F)O1)NCc1ccccc1F | -6[16.7 µM] | 5 | -7 | 0.0 | -2 | 4 | 0 | 0
COc1ccc(-c2ccc([C@H]3[C@H](CO)N4C(=O)CN(C(=O)C5CCC5)C[C@@H]34)cc2)cc1 | . | . | 13 | 0.0 | . | -7 | 2 | .
CCn1c(=S)sc2c(=O)[nH]c(C)nc21 | -4 | 4 | . | . | 1 | 5 | . | -7
Fc1cccc(Cl)c1CSc1nnnn1-c1ccc2c(c1)OCO2 | 34 | -1 | -10 | . | -5 | -4 | -2 | 2
COc1cccc(S(=O)(=O)Nc2ccc3c(c2)C(=O)N(C)C[C@@H](OC)[C@@H](C)CN(C(=O)Cc2cccnc2)[C@@H](C)CO3)c1 | . | 2 | -13 | -0.3 | -1 | 3 | 2 | 11
CCC1(C)CC2(CCCN(CCC(O)(c3ccccc3)c3ccccc3)C2)CCO1 (stereo not drawn) | . | 1 | 3 | . | -2 | -1 | 0 | 8
Later entries
SMILES | miR-122 sensor | Cneo AK release | RAD52 anneal inh | E-selectin induc | PglD DTNB | PGC1a acetyl inh | ERAP1 inh | RAD54 branch
Cc1ccc(C(=O)N/C(=C/c2ccc(-c3ccc([N+](=O)[O-])cc3)o2)C(=O)NCCCN(C)C)cc1 | . | . | 18 | 0.1 | . | -10 | 12 | .
O=C(Nc1ccc(S(=O)(=O)Nc2nccs2)cc1)C1CCCCC1 | 1 | -4 | . | . | -3 | 9 | . | -2
O=C(NCc1ccccn1)C1CC(=O)N(C2CCCC2)C1 (stereo not drawn) | 3 | 3 | -20 | 0.6 | 9 | 0 | 3 | -1
C[C@@H]1CCCCO[C@@H](CN(C)C(=O)Nc2ccc3c(c2)OCO3)[C@@H](C)CN([C@@H](C)CO)C(=O)c2cc(NC(=O)c3ccccc3)ccc2O1 | . | . | 13 | 0.5 | . | 1 | -5 | .
CCCN(C(=O)Cn1ncc2c(=O)oc3ccccc3c21)c1cccc(C)c1 | -2 | 0 | . | . | . | -30 | . | -17
Cc1ccc(-c2noc(CCC(=O)Nc3cc(C)ccn3)n2)cc1 | -3 | 0 | . | . | -4 | 5 | . | 4
CCOC(=O)Nc1nc(C)c(C(=O)c2ccc(Cl)cc2)s1 | 0 | 3 | . | . | 5 | 0 | . | -11
C[C@@H]1CN([C@H](C)CO)C(=O)c2cc(C3=CCCCC3)cnc2O[C@@H]1CN(C)C(=O)C1CCOCC1 | -3[16.7 µM] | 1 | -1 | 0.3 | 0 | 6 | 1 | 0
CC(NC(=O)Cn1nc(-c2ccccc2)ccc1=O)c1ccccc1 (stereo not drawn) | -2 | 1 | -5 | 0.5 | 10 | 13 | 0 | 3
COc1ccccc1N1CCN(C(=O)CN(C)S(=O)(=O)c2cc(C)ccc2OC)CC1 | -1 | . | -6 | . | . | 7 | 3 | .
C[C@@H]1CN([C@@H](C)CO)C(=O)c2cccc(NC(=O)Nc3ccccc3)c2O[C@@H]1CN(C)C(=O)NC1CCCCC1 | 6[16.7 µM] | 0 | 20 | 0.0 | 4 | 6 | 2 | 7
COc1ccc(OC)c(C2=NOC(C(=O)NCC3CCCO3)C2)c1 (stereo not drawn) | 4 | 0 | -9 | . | -2 | 2 | 1 | -9
O=C([C@@H]1[C@@H](CO)[C@@H]2Cn3c(cccc3=O)[C@H]1N2Cc1cccc(Cl)c1)N1CCCCC1 | 2[16.7 µM] | -4 | -3 | -0.4 | -6 | . | 1 | -4
CC(=O)Nc1ccc(C(=O)COC(=O)CCc2ccccc2)c(F)c1 | 2 | -1 | -17 | -0.7 | 1 | 2 | -2 | 0
COc1ccc(/C=N/NC(=O)c2ccc(C)nc2)cc1O | -1 | 3 | -11 | -0.1 | 2 | 10 | 0 | -8
Cc1cc(NC(=O)CSc2nccn2-c2cccc(Cl)c2)no1 | -2 | 1 | -21 | -0.6 | -6 | . | 0 | -3
N#Cc1ccc(C#Cc2ccc3oc4ccccc4c(=O)c3c2)cc1 | -1 | 0 | -11 | 0.6 | -1 | -10 | 0 | -1
CC1CN(C(=O)CSc2nc(-c3ccc(F)cc3)cs2)CC(C)O1 (stereo not drawn) | -2 | 6 | . | . | 1 | -6 | . | 4
C[C@@H]1CCCCO[C@H](CN(C)Cc2ccc3c(c2)OCO3)[C@@H](C)CN([C@@H](C)CO)C(=O)c2cc(NC(=O)Nc3ccc(F)cc3)ccc2O1 | 5[16.7 µM] | 8 | 19 | 0.1 | 0 | -3 | 3 | -2
Nc1ccc(-c2nnc(-c3ccc(N)cc3)o2)cc1 | 3 | -12 | -5 | -0.2 | 3 | -9 | 5 | 1
COc1ccc(CN(C)C[C@H]2Oc3ccc(NS(=O)(=O)c4c(C)noc4C)cc3C(=O)N([C@H](C)CO)C[C@H]2C)cc1 | 34[16.7 µM] | 0 | -12 | 20 | -4 | -4 | 2 | -7
COc1ccccc1N(CC(=O)NCCSCc1ccco1)S(=O)(=O)c1ccccc1 | -1 | 0 | -26 | 0.1 | 3 | 0 | -2 | -9
CCN1C(C)=CC(=O)[C@@H](O)[C@H]1c1ccccc1Br | -2 | -1 | -6 | -0.1 | 1 | -2 | 0 | -4
O=C(NCc1ccco1)c1ccc2c(=O)n(Cc3ccco3)c(SCC(=O)N3CCCC3)nc2c1 | -5 | -2 | . | . | 5 | -16 | . | -7
CCCn1nnnc1NCc1ccccc1OCc1cccs1 | 15 | -2 | -9 | . | 0 | 6 | 0 | -10

Quoted at random: five records from the list
SMILES | miR-122 sensor | Cneo AK release | RAD52 anneal inh | E-selectin induc | PglD DTNB | PGC1a acetyl inh | ERAP1 inh | RAD54 branch
CCC1(C)CC2(CCCN(CCC(O)(c3ccccc3)c3ccccc3)C2)CCO1 (stereo not drawn) | . | 1 | 3 | . | -2 | -1 | 0 | 8
CC(=O)Nc1ccc(C(=O)COC(=O)CCc2ccccc2)c(F)c1 | 2 | -1 | -17 | -0.7 | 1 | 2 | -2 | 0
O=C(NCc1ccco1)c1ccc2c(=O)n(Cc3ccco3)c(SCC(=O)N3CCCC3)nc2c1 | -5 | -2 | . | . | 5 | -16 | . | -7
C[C@@H]1CN([C@H](C)CO)C(=O)c2cc(C3=CCCCC3)cnc2O[C@@H]1CN(C)C(=O)C1CCOCC1 | -3[16.7 µM] | 1 | -1 | 0.3 | 0 | 6 | 1 | 0
C[C@@H]1CN([C@@H](C)CO)C(=O)c2cccc(NC(=O)Nc3ccccc3)c2O[C@@H]1CN(C)C(=O)NC1CCCCC1 | 6[16.7 µM] | 0 | 20 | 0.0 | 4 | 6 | 2 | 7

Next entries follow.
SMILES | miR-122 sensor | Cneo AK release | RAD52 anneal inh | E-selectin induc | PglD DTNB | PGC1a acetyl inh | ERAP1 inh | RAD54 branch
CCn1c(Oc2ccccc2C)nc2c1c(=O)n(C)c(=O)n2C | 7 | 0 | 0 | . | -5 | . | -1 | 1
Cc1ccc(S(=O)(=O)NCC(=O)N2CCOCC2)cc1 | -1 | 0 | 6 | 0.1 | -6 | -5 | -5 | 7
CC1CCCN(C(=O)CSc2nc3ccccc3o2)C1 (stereo not drawn) | -4 | -1 | . | -0.7 | 0 | 11 | . | 0
CN(C)C(=O)c1cccc(-c2ccccc2[C@@H]2[C@@H](CO)N(C(=O)C3CC3)[C@H]2C#N)c1 | . | . | -8 | 0.1 | . | 2 | -2 | .
OC[C@@H]1[C@H](c2ccc(C#CC3CCCC3)cc2)[C@H]2CN(CCC(F)(F)F)CCCCN12 | -24[16.7 µM] | 24 | 34 | -0.4 | 4 | 81* | 1 | 15
CC1(C)CC(=O)C(C=NCCN2CCNCC2)=C(O)C1 | -3 | . | -15 | . | . | 8 | -2 | .
COc1cc(CNCC(C)C)c(Br)cc1OCC(=O)NCc1ccccc1 | 11 | 14 | . | . | 3 | 8 | . | -8
Cc1ccc(-c2cc[n+](Cc3ccccc3)cc2)cc1 | . | . | 12 | -0.2 | . | 4 | -3 | .
C[C@H]1CN([C@@H](C)CO)C(=O)c2cc(NC(=O)NC3CCCCC3)ccc2O[C@H]1CN(C)S(=O)(=O)c1cccs1 | -4[16.7 µM] | -5 | 24 | -2.7 | 2 | -7 | 2 | 0
O=C(CCCc1ccccc1)Nc1ccnn1C1CCN(Cc2ccccc2)CC1 | -9 | 1 | -26 | . | . | 2 | 1 | -14
Cc1cc(C)n2nc(C(=O)NNC(=O)c3ccccc3)nc2n1 | -4 | 4 | -20 | . | -1 | 9 | 6 | 4
COC(=O)c1cc(Cl)c(NC(=O)c2cc3ccccc3o2)cc1OC | -2 | 2 | . | . | 11 | 3 | . | 7
COc1cc(CNc2ccc3[nH]c(=O)[nH]c3c2)ccc1OCc1ccc(F)cc1 | . | -3 | -5 | . | -2 | . | -3 | 5
C[C@@H]1CCCCO[C@H](CN(C)S(=O)(=O)c2ccc(Cl)cc2)[C@@H](C)CN([C@H](C)CO)C(=O)c2cc(NC(=O)c3ccncc3)ccc2O1 | 1[16.7 µM] | 57 | -10 | . | 1 | -8 | -1 | 1
